High-throughput results (PubChem BioAssay)
GAA inhib: qHTS Assay for Inhibitors of Human alpha-Glucosidase as a Potential Chaperone Treatment of Pompe Disease | purified human GAA, 4-MU-alpha-glucoside fluorescence | Potency, µM (titrated, usually from 76.9 µM), for inactives: at the top dose activity change, negative = inhibition, most hits filed as inhibitors | hit rate 0.005% among 200,000;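 also: plate controls were uninhibited enzyme wells for no effect and no-enzyme background for full effect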
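Enzyme (4 nM final) mixed with compound (up to 77 uM), then 4-MU-alpha-D-pyranoside (400 uM final) added; 20 min at room temperature, pH 5.0. Reaction stopped at pH 10, fluorescence read, AC50 derived by Hill fit.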
GAA glycogen: qHTS Assay for Inhibitors and Activators of Human alpha-Glucosidase Cleavage of Glycogen. recombinant GAA, glycogen substrate, Amplex Red glucose oxidase fluorescence. Potency, µM (doses to about 76.4 µM), for inactives: top-dose activity change, negative = inhibition, most hits filed as inhibitors. hit rate 0.38% among 300,000;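 also: 0% = full enzyme reaction and -100% = no-enzyme basal signal; the screen sought inhibitors and activators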
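Natural-substrate format: glycogen cleavage by 4 nM human enzyme, glucose read by Amplex Red coupling (Ex 573, Em 610 nm). Normalized to enzyme and no-enzyme controls.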
HTT cytoprotect: qHTS Multiplex Assay to Identify Dual Action Probes in a Cell Model of Huntington: Cytoprotection (ATP); PC12 HTT-Q103 induced, cytoprotection, ATP luminescence, 40 h; AID 1471, 2008; Potency, µM (series often up to 56.4 µM), without a hit: cytoprotection (ATP increase), most hits filed as activators; hit rate 0.14% among 230,000;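 also: % of control where 0% means no effect; nearly all actives have a fitted effect of over 45% in size; toxic huntingtin expression switched on by the ecdysone agonist tebufenozide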
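Readout: ATPlite luminescence (ATP level). Model: stable PC12, inducible Htt exon1 Q103-GFP. Inducer: tebufenozide, 100 nM final. Compounds: dose series. No G418 in medium.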
GLA spleen mod: qHTS Assay for Inhibitors and Activators of Human alpha-Galactosidase From Spleen Homogenate; hit rate 0.008% among 240,000; Potency, µM (highest dose often 80 µM), for the others: top-dose activity change, negative = inhibition, usual class: inhibitors; human spleen homogenate, 4MU-alpha-Gal fluorescence, 40 min; Alpha-galactosidase A (Homo sapiens), P06280;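 also: 0% = enzyme with vehicle and -100% = no enzyme basal signal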
Target sequence (P06280 32-429 limits assumed): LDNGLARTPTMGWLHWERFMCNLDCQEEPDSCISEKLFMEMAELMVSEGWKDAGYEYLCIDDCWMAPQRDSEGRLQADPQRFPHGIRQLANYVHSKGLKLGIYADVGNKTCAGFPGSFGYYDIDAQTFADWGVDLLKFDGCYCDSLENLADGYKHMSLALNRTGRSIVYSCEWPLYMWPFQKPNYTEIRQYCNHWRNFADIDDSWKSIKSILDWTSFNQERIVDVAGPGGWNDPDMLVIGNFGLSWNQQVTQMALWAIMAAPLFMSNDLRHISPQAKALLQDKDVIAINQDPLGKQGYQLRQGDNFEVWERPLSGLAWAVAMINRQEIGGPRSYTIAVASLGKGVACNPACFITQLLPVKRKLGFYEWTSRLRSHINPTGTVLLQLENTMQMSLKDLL
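Inhibition or activation of alpha-galactosidase in human spleen homogenate is scored by 4-MU fluorescence after 40 min at 37C, pH 5.0, with 1 mM substrate. AC50s come from concentration-response fitted to the Hill equation.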
GAA spleen mod: qHTS Assay for Inhibitors and Activators of Human alpha-Glucosidase From Spleen Homogenate; Lysosomal alpha-glucosidase (Homo sapiens), P10253; human spleen homogenate, 4-MU-alpha-glucoside fluorescence; Potency, µM (titrated, usually from 79.9 µM), for inactives: at the top dose activity change, negative = inhibition, hits mostly inhibitors; hit rate 0.006% among 240,000;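 also: 0% = enzyme with vehicle and -100% = no enzyme basal signal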
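Human spleen homogenate (1 ug) with 4-methylumbelliferyl-alpha-D-glucopyranoside (1 mM final) in 50 mM citrate/phosphate pH 5.0, 0.01% Tween-20; 40 min at 37 C. Stopped at pH 10; 4-MU fluorescence Ex 365/Em 440 nm; AC50 by Hill fit.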
Tau fibril FP: qHTS for Inhibitors of Tau Fibril Formation, Fluorescence Polarization | Microtubule-associated protein tau (Homo sapiens), P10636 | K18 P301L tau heparin fibrillization, Alexa594 FP, 6 h | Potency, µM (series often up to 57.7 µM), for the others: at the top dose activity, negative = inhibition, most hits filed as inhibitors | hit rate 0.39% among 280,000 | AID 1468, 2008; also: % is scaled to controls: 0 for no effect and ±100 for the full control effect; nearly all actives have a fitted effect of over 55% in size
Target sequence (P10636 561-689 P618L limits assumed): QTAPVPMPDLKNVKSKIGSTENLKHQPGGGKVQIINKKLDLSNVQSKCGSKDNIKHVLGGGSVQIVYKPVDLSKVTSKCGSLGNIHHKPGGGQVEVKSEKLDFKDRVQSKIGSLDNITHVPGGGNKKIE
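K18 P301L tau (15 uM unlabeled/0.24 uM Alexa 594-labeled, final) + compound + heparin 20 uM final; 100 mM NaOAc pH 7; 6 hr 37 C; ThT 30 uM final added, 1 hr RT; FP ex 555/em 632 nm.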
Tau ThT inhib: qHTS for Inhibitors of Tau Fibril Formation, Thioflavin T Binding; Microtubule-associated protein tau (Homo sapiens), P10636; recombinant tau K18 P301L, heparin-induced fibrillization, ThT fluorescence; Potency, µM (series often up to 57.4 µM), without a hit: at the top dose activity, negative = inhibition, usual class: inhibitors; hit rate 2.1% among 270,000; AID 1460, 2008; also: % is scaled to controls: 0 for no effect and ±100 for the full control effect; nearly all actives have a fitted effect of over 55% in size
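Aggregation was driven by heparin (20 uM final) acting on recombinant tau […] bearing P301L in 100 mM sodium acetate pH 7; fibrils were detected with Thioflavin T.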
Tau fluor cs: Counterscreen qHTS for Inhibitors of Tau Fibril Formation, Fluorescence Polarization; tau K18 P301L (four-repeat tau fragment) Alexa594 fluorescence, heparin fibrillization; Potency, µM (titrated, usually from 57.7 µM), for the others: at the top dose activity change, negative = decrease; hit rate 0.93% among 280,000; AID 1463, 2008; also: % is scaled to controls: 0 for no effect and ±100 for the full control effect; nearly all actives have a fitted effect of over 55% in size
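Human K18 P301L tau (15 uM unlabeled plus 0.24 uM Alexa 594-labeled, final) in 100 mM sodium acetate pH 7 was mixed with compound and 20 uM heparin and incubated 6 hr at 37 C.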
Starred values were filed as active, the others as inactive; u = inconclusive; x = no result given; [ ] = remark or other dose. Calls follow the shape of the dose curve; as a rule, active = well fitted curve in the direction sought with a large enough effect; inconclusive = small, poorly fitted or top-dose-only effect, or another doubt; inactive = no such curve, though single readings can be large; an effect the other way counts as inactive or inconclusive. Potency is read from the fitted curve at half-maximal effect. Outcome played no part in choosing rows. About 3.3% of those tested had a hit in this group.

molecule	Tau fluor cs	Tau ThT inhib	GLA spleen mod	GAA spleen mod	HTT cytoprotect	Tau fibril FP	GAA inhib	GAA glycogen
CCOc1cc(CNc2ccc(O)cc2)ccc1OCc1ccc(Cl)cc1	14µM*[quencher]	16µM*	x	x	x	-8%	x	u
COc1cc(C(=O)NC(=S)Nc2ccc3c(c2)C(=O)N(C)C3=O)cc(OC)c1OC	-17%	u	-4%	-4%	x	-1%	5%	-1%
CSc1nc(C)c(C(=O)C[n+]2ccc(C)cc2)cc1C#N	-9%	-19%	2%	-5%	-25%	3%	3%	-1%
O=C(c1ccccc1)N1CCCOC1c1ccccc1 (stereo unspecified)	3%	11%	5%	2%	-27%[10 µM]	-4%	-4%	3%
O=C(CSc1cccs1)Nc1ccc2ccccc2c1	-28%	-3%	-1%	-6%	13%	-9%	-7%	-9%
O=C(c1cccc(F)c1F)N1CCCC1	-2%	0%	-6%	-5%	-3%[10 µM]	0%	-10%	0%
O=S(=O)(c1ccccc1)N1N=C(c2ccccc2)CC1c1ccccc1 (stereo unspecified)	-25%	-7%	3%	-1%	-20%	-6%	-15%	-14%
Cc1ccc(NC(=O)c2oc3ccccc3c2NC(=O)Cc2cccs2)cc1	u	1%	x	x	x	-11%	x	7%[76.3 µM]
CC1CCc2nc(N)c(C#N)c(-c3ccncc3)c2C1 (stereo unspecified)	4%	7%	u	-14%	-9%	10%	4%	5%
COc1cc(-c2nc3ccc(N4CCN(C)CC4)cc3[nH]2)cc(OC)c1OC	-26%	u	13%	5%	7%[10 µM]	12%	u	-3%
c1ccc(Cc2nnc3sc(-c4ccccn4)nn23)cc1	-13%	-15%	-2%	-3%	11%	u	-6%	-13%
O=c1oc2ccccc2cc1-c1cn(-c2ccccc2)c(=S)[nH]1	-26%	u	28%	-6%	-52%[inhibitor][10 µM]	9%	12%	5%
C/C(=N\NC(=O)CSc1nc(C)cc(C)n1)c1cccc([N+](=O)[O-])c1	-5%	-8%	5%	-1%	12%[10 µM]	-3%	4%	13%
COc1ccccc1N(CC(=O)NCCSCc1ccc(Cl)cc1)S(C)(=O)=O	-5%	-7%	x	x	x	1%	x	1%
COC(=O)c1ccccc1NC1=C/C(=N\S(=O)(=O)c2cccs2)c2ccccc2C1=O	u	u	1%	-1%	-89%[inhibitor]	-10%	-9%	-5%
COc1ccc(OC)c(NC(=O)CSc2ccc(-c3cccs3)nn2)c1	-28%	u	x	x	x	u	x	0%[76.3 µM]
COc1ccc(C)cc1NC(=O)CN(c1ccccc1)S(C)(=O)=O	-7%	-3%	8%	-5%	11%	-6%	5%	5%
Cc1[nH]n(-c2ccccc2)c(=O)c1C=Nc1ccc(S(=O)(=O)N(C)C)cc1	-16%	-13%	7%	-6%	x	-1%	6%	-3%
CC1(C)CC(=O)c2sc(NC(=O)c3ccco3)nc2C1	-11%	-12%	-3%	-8%	-95%[inhibitor]	9%	-7%	-5%
CCOc1ccc2oc(C(=O)OCC(=O)NC3CC3)c(C)c2c1	-1%	5%	0%	-2%	x	0%	-1%	13%
CCCN(CCC)CCNS(=O)(=O)c1ccc2c(c1)oc(=O)n2C	12%	14%	5%	0%	5%[1.9 µM]	3%	-1%	3%
COC(=O)[C@@]1(Cc2ccc(OC)cc2)[C@H]2c3cc(C(=O)N4CCCC4)n(Cc4cc(F)c(F)c(F)c4)c3C[C@H]2CN1C(=O)c1ccccc1	-8%	-12%	-1%	2%	-58%[inhibitor]	-1%	x	x
O=C(c1c[nH]c(C(=O)C(Cl)(Cl)Cl)c1)c1ccc(F)cc1Cl	7%	-1%	4%	-12%	4%[10 µM]	-1%	u	-17%
CSc1cccc(NC(=O)CCCOc2ccc(Cl)cc2Cl)c1	u	u	8%	8%	x	u	u	2%
COc1cc(C(=O)OCC2CC(c3ccccc3)=NO2)cc(OC)c1OC (stereo unspecified)	-12%	u	3%	4%	x	1%	-4%	-6%
O=C1C2C(c3ccccc3)C=CC(c3ccccc3)C2C(=O)N1c1ccccn1 (stereo unspecified)	-3%	-4%	-5%	-13%	-7%[10 µM]	14%	-19%	-8%
CC(C)(C)NC(=O)NC(=O)CN1CCCc2ccccc21	-20%	-8%	0%	-2%	-21%	12%	2%	-1%
O=C(c1[nH]ncc1-c1ccccc1)C1CO1 (stereo unspecified)	3%	-7%	-9%	-4%	5%[10 µM]	-6%	-5%	5%
CC(=O)c1c(C)[nH]c(C(=O)CSc2nnc(N)s2)c1C	2%	-4%	-9%	-6%	-42%[inhibitor]	10%	-6%	7%
COc1ccc(S(=O)(=O)N2CCCC2c2cccs2)cc1 (stereo unspecified)	-12%	-5%	0%	0%	3%[10 µM]	-4%	-5%	-1%
COc1ccccc1NC(=O)C1=C(C)Nc2nc(CCCO)nn2C1c1ccc2c(c1)OCO2 (stereo unspecified)	-8%	-12%	1%	-3%	-10%	0%	-9%	-15%
CN(C)c1nc(-c2ccccn2)nnc1-c1ccccc1	-2%	-1%	8%	-3%	-32%	-5%	1%	-5%
Cc1cc[n+](CC(=O)c2ccccc2)c2ccccc12	-5%	-17%	-3%	1%	16%[10 µM]	5%	u	18%
CCn1c(SCC(=O)N2CCC(C(N)=O)(N3CCCCC3)CC2)nnc1-c1ccccc1	2%	4%	-2%	-12%	-7%[1.9 µM]	3%	1%	-12%
COc1c2c(cc3c1C(CC(O)C(C)C)N(C)CC3)OCO2 (stereo unspecified)	-3%	-2%	0%	5%	-26%	-3%	x	x
CCSc1nc2ccccc2n1C(=O)c1ccc(S(=O)(=O)N2CCCCC2)cc1	8%	0%	3%	-5%	-18%	7%	-3%	4%

6 compounds from above, ordered by formula weight, lowest first:
molecule	Tau fluor cs	Tau ThT inhib	GLA spleen mod	GAA spleen mod	HTT cytoprotect	Tau fibril FP	GAA inhib	GAA glycogen
O=C(c1[nH]ncc1-c1ccccc1)C1CO1 (stereo unspecified)	3%	-7%	-9%	-4%	5%[10 µM]	-6%	-5%	5%
Cc1cc[n+](CC(=O)c2ccccc2)c2ccccc12	-5%	-17%	-3%	1%	16%[10 µM]	5%	u	18%
CC(C)(C)NC(=O)NC(=O)CN1CCCc2ccccc21	-20%	-8%	0%	-2%	-21%	12%	2%	-1%
O=C1C2C(c3ccccc3)C=CC(c3ccccc3)C2C(=O)N1c1ccccn1 (stereo unspecified)	-3%	-4%	-5%	-13%	-7%[10 µM]	14%	-19%	-8%
CCSc1nc2ccccc2n1C(=O)c1ccc(S(=O)(=O)N2CCCCC2)cc1	8%	0%	3%	-5%	-18%	7%	-3%	4%
CCn1c(SCC(=O)N2CCC(C(N)=O)(N3CCCCC3)CC2)nnc1-c1ccccc1	2%	4%	-2%	-12%	-7%[1.9 µM]	3%	1%	-12%

(more compounds)
molecule	Tau fluor cs	Tau ThT inhib	GLA spleen mod	GAA spleen mod	HTT cytoprotect	Tau fibril FP	GAA inhib	GAA glycogen
COc1ccc(S(=O)(=O)NCCOc2cccc3cccnc23)cc1OC	-6%	-7%	-3%	3%	-9%[10 µM]	3%	9%	u
CC(C)(C)OC(=O)NCCCCC1=CC2=CC(=O)C(C)(OC(=O)c3cnc4ccccc4n3)C(=O)C2=CO1 (stereo unspecified)	-3%	-7%	-6%	-3%	-43%	0%	x	x
CCCCCOc1ccc(C(=O)NCCC(=O)NCCCC(=O)OCC)cc1	1%	-2%	0%	-2%	-5%[10 µM]	0%	x	-5%
O=C(c1cc(-c2ccc3c(c2)OCO3)on1)N1CCOCC1	9%	-2%	-3%	-1%	-68%[inhibitor]	7%	0%	8%
CC(=O)Nc1cccc(C(=O)/C=C/c2ccc[nH]2)c1	-13%	-17%	11%	7%	17%[10 µM]	3%	x	-5%
C=C(C)Cn1c(N2CCN(c3ccc(OC)cc3)CC2)nc2c1c(=O)n(C)c(=O)n2C	-17%	-17%	-3%	-8%	-78%[inhibitor]	10%	0%	0%
Cc1ccc(N(Cc2cccs2)C(=O)C(C)Oc2ccc(Cl)c(C)c2)cc1 (stereo unspecified)	-10%	-13%	x	x	x	-5%	x	5%[76.3 µM]
CC1CCN(c2c([N+](=O)[O-])c(=O)oc3ccccc23)CC1	-6%	10%	16%	9%	x	6%	1%	3%
